Screening data as filed in PubChem BioAssay.
CCHFV vOTU inh – CCHFV vOTU protease inhibition; inhibition, % at 11.5 µM; 0.55% of 370,000 active; Pep-AMC fluorescence; in the data active = inhibition above about 30%; note: 0% = vehicle wells with enzyme and 100% = no enzyme wells
BoNT-A LC inh2 – BoNT A light chain protease inhibition. 0.17% of 360,000 active. multiplex microsphere protease substrate cleavage, flow cytometry. AID 588499. inhibition, % at 10 µM; note: plate controls were buffer without enzyme for full effect and enzyme alone for no effect
DUSP3 inh – inhibitors of human VHR1 phosphatase (DUSP3). P51452. recombinant VHR phosphatase, pNPP absorbance. inhibition, % at 13.3 µM. 0.52% of 290,000 active. AID 1654; in the data active = inhibition above about 50%; note: some compounds called inactive have numbers as strong as hits
Target sequence (P51452 whole entry, looked up): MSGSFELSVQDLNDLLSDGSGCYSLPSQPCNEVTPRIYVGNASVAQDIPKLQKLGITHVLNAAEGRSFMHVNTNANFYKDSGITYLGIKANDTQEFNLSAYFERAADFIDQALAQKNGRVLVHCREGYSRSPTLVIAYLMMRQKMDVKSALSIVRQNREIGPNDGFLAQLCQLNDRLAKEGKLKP
PfHsp40 yeast – rescue of PfHsp40-mediated yeast toxicity. S. cerevisiae expressing PfHsp40, growth rescue, ATP luminescence. growth rescue, % at 12.5 µM. 0.68% of 340,000 active. AID 504582; in the data active = growth rescue above about 28%, passing the limit was not always enough; inconclusive = no clear call, values can overlap the other calls;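 note: yeast W303a lacking pdr1 and pdr3 grown in galactose medium; growth measured after three days at 30 °C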
SSB-PriA inh – inhibitors of Klebsiella pneumoniae PriA binding to SSB C-terminal tail; AlphaScreen SSBct-PriA binding, biotinylated peptide; inhibition, % at 33 µM; 0.6% of 430,000 active; AID 1272365; in the data active = inhibition mostly above about 37%, no sharp cut-off; inactive = mostly below about 20%;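 note: plate controls were negative control peptide for no effect and reference peptide for full effect; strong numbers were not always called active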
SARS 3CLpro inh – SARS-CoV 3CLpro protease inhibition | P0C6X7 | recombinant SARS-CoV 3CLpro, quenched FRET peptide cleavage | inhibition, % at 6 µM | 0.14% of 290,000 active; in the data active = inhibition above about 12%
Anthrax LF prot – blocks Bacillus anthracis lethal factor protease. 0.12% of 360,000 active. multiplex microsphere protease cleavage assay, LF. P15917. inhibition, % at 10 µM; note: plate controls were buffer without enzyme for full effect and enzyme alone for no effect
Target sequence (P15917 whole entry, looked up): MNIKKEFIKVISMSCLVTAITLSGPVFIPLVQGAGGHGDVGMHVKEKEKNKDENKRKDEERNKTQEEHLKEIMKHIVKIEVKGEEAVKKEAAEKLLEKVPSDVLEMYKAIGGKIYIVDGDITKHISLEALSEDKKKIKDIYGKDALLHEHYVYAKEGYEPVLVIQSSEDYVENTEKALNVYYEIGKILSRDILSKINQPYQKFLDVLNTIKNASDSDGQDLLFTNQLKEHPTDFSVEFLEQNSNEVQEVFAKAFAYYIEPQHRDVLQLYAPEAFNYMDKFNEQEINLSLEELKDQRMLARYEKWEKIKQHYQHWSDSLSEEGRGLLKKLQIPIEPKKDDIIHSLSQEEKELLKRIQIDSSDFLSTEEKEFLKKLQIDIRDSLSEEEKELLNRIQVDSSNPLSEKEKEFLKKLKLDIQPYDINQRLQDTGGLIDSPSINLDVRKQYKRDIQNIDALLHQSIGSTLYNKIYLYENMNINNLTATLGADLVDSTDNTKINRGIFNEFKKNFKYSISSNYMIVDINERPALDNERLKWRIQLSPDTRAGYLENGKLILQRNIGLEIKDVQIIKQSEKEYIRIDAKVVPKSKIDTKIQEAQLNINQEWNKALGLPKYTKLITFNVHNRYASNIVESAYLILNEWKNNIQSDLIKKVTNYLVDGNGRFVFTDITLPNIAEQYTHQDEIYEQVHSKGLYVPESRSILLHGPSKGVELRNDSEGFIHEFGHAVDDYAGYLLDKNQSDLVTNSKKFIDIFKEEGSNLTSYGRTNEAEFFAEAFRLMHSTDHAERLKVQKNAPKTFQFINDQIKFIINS
Vc quorum ag – induces V. cholerae light production without autoinducers. V. cholerae BH1578 lux reporter, luminescence, 6 h. activation, % at 18.7 µM. 0.16% of 350,000 active; in the data active = activation mostly above about 9.7%, no sharp cut-off; inconclusive = no clear call, values can overlap the other calls; inactive = mostly below about 3.7%; note: not every result past the cut was called active; inactives centre near 0; reference of the scale not given here
Yp Topo-I inh – blocks Yersinia pestis topoisomerase I activity. Y. pestis Topo-I cleavage product accumulation, plate reader. activity, % at 10 µM. 0.064% of 360,000 active. AID 504884; in the data active = activity above about 50%, passing the limit was not always enough; inconclusive = no clear call, values can overlap the other calls; note: inactives centre near 2
TcdB inh – TcdB glycohydrolase inhibition; P18177; TcdB glycohydrolase enzymatic assay, plate reader; inhibition, % at 9.99 µM; 0.24% of 350,000 active; in the data active = inhibition above about 10%
The depositor's hits bear a star; i = inactive; ? = inconclusive; · = not tested or not shown; & = joins results of further samples. Cut-off read from the data, not from the text of the source, unless noted: active = inhibition above about 30%; inconclusive = no clear call, values can overlap the other calls; inactive = below that. These rows are one share of the data; rates above refer to the full screens.

SMILES	CCHFV vOTU inh	BoNT-A LC inh2	DUSP3 inh	PfHsp40 yeast	SSB-PriA inh	SARS 3CLpro inh	Anthrax LF prot	Vc quorum ag	Yp Topo-I inh	TcdB inh
C#Cc1ccc([C@@H]2C=C(C(=O)OCC=C)O[C@H](OCc3ccc(CO)cc3)C2)cc1	3	0.1	14	2.0	-13	4	1	-0.5	31	-3.0
CC1CC(C)(C)NC(=S)N1CCCC(=O)Nc1ccccc1F (configuration not stated)	-14	-1.8	12	1.0	-5	0	2	-3.1	2	1.8
Cc1ccc2[nH]c3c(=O)n(CC(=O)Nc4ccccc4N4CCN(C)CC4)ncc3c2c1	-11	0.2	6	-2.0	-11	3	3	-0.3	3	0.0
COc1ccc2[nH]c(=O)c(COC(=O)c3cccs3)cc2c1	-17	2.4	-13	-1.0	-13	-1	7	-0.2	0	·
CC(C)NS(=O)(=O)c1ccc(CCC(=O)NCc2cccnc2)cc1	17	1.3	-5	-1.6	-12	-4	4	1.2	4	·
COC(=O)N(c1ccccc1)P(=O)(Oc1ccccc1)Oc1ccccc1	-12	-2.0	32	-0.3	3	1	5	i	-5	-0.7
Cc1cc(=O)n2nc(N3CCC(C(=O)NCc4ccccc4Cl)CC3)sc2n1	16	-3.3	18	0.0	0	4	-4	-1.3	8	2.1
O=C(C1CCCO1)N1CCN(C(=S)Nc2ccc(Cl)cc2Cl)CC1 (configuration not stated)	-12	-0.3	-5	-0.6	-2	3	2	-0.2	-8	0.6
O=C(COC(=O)c1ccc(F)cc1F)Nc1cc(S(=O)(=O)N2CCOCC2)ccc1Cl	-3	5.8	·	-0.1	-6	·	-3	-5.7	11	3.8
CCn1c(SCC(=O)N2CCCc3ccccc32)nc2cccnc21	3	·	13	-0.7	-7	10	·	2.2	0	·
CCCc1nnc(NC(=O)CCC(=O)Nc2ccc(F)cc2)s1	-6	0.2	22	0.5	-1	4	1	i	2	2.7
Clc1ccccc1N1CCN(Cc2ccc3c(c2)OCO3)CC1	0	2.1	13	0.7	-14	-1	13	-0.3	3	-0.3
Cc1sc2ncnc(NCC3(N4CCOCC4)CCCCC3)c2c1C	17	-0.4	12	0.2	-15	-1	0	i	2	·
CC(=O)c1ccc(OC(=O)N(c2ccccc2)c2ccccc2)cc1	9	0.4	-23	-0.7	-8	0	-2	-0.4	32	·
CCOC(=O)N1CCC(NC(=O)c2ccc3c(c2)N(Cc2ccc(F)cc2)CCS3)CC1	-38	0.1	2	0.6	-2	-4	-6	-0.2	19	0.8
CC(=O)Nc1ccc(NC(=O)Nc2cc(C)cc(C)c2)cc1	3	-0.6	0	-0.5	-16	4	-3	-0.9	15	2.0
Cc1ccc(C23CC4CC(CC(C(=O)N(C)C)(C4)C2)C3)cc1	0	1.5	-8	0.0	-14&-6	-3	4	0.5	17	0.2
CSc1cccc(CN2CCCC(C(=O)Nc3cccc(-n4cccn4)c3)C2)c1 (configuration not stated)	1	-0.3	5	0.6	16	-2	0	1.0	-5	0.8
O=C(/C(=C/c1ccccc1Cl)c1ccccc1)N1CCOCC1	4	-0.2	2	-2.7	2	0	-1	4.9	12	·
CCOC(=O)c1cc2cc([N+](=O)[O-])cc(OC)c2oc1=O	7	-0.1	23	-0.6	-11	-1	3	-0.5	-3	·
CC(C)(C)CN1C(=O)C(=O)NC[C@@H]1CC1CCCCC1	-6	-0.2	·	·	·	·	-3	·	·	0.1
CCOc1ccc(S(=O)(=O)N(C)c2ccc(OCC(=O)Nc3nc4ccccc4s3)cc2)cc1	-17	-0.3	-2	-0.3	-11	2	-4	3.1	8	·
CC1CCCC(NC(=O)CN2CCN(Cc3ccc(Cl)cc3)C2=O)C1C (configuration not stated)	16	-0.3	-27	1.8	-13	5	-11	0.5	1	·
O=C(c1ccccc1)N(CCO)Cc1cc2cc3c(cc2[nH]c1=O)OCCO3	-17	0.7	34	-1.5	-1	-2	-8	1.4	6	1.0
C=C(C)CNC(=O)c1ccc(OC2CCN(C(=O)COC)CC2)cc1	-10	-44	·	0.8	-18	-3	-30	-0.6	-4	-0.6
SMILES	CCHFV vOTU inh	BoNT-A LC inh2	DUSP3 inh	PfHsp40 yeast	SSB-PriA inh	SARS 3CLpro inh	Anthrax LF prot	Vc quorum ag	Yp Topo-I inh	TcdB inh
CCOc1ccccc1N(CC(=O)N1CCC(C)CC1)S(=O)(=O)c1ccc(C)cc1	4	-2.0	18	-1.8	-17	-4	-2	-0.8	34	1.0
COc1ccccc1/C=C/C=N/NC(=O)c1cc(-c2ccco2)[nH]n1	0	·	6	-0.1	i	6	·	-0.4	-11	-0.6
COc1cccc(C(=O)NCC(=O)OC(C)C(=O)NC23CC4CC(CC(C4)C2)C3)c1 (configuration not stated)	6	-0.4	·	-0.2	-9	·	-4	i	22	1.2
CC1CCN(S(=O)(=O)c2ccc3c(c2)CCN3C(=O)C2CCC2)CC1	20	?	-1	0.1	-12	-7	?	0.4	2	0.5
Cc1cccc2cccnc12	-4	0.5	·	0.3	1	·	-6	-0.1	1	0.6
COc1ccc(NC(=O)NNC(=O)COc2ccc([N+](=O)[O-])c(C)c2)cc1OC	-6	0.9	6	-1.1	-7	0	-7	-0.5	-3	2.8
Cc1c(CCC(=O)NCCCCCC(=O)O)c(=O)oc2c(C)c3oc4c(c3cc12)CCCC4	-1	1.4	16	·	-15	5	-4	-0.5	8	1.6
CCN1CCN(Cc2nc3cc(NC(=O)COc4ccc([N+](=O)[O-])cc4)ccc3n2C)CC1	8	0.2	-15	1.5	-10	-7	2	-0.1	-4	-0.5
O=C1c2[nH]nc(-c3ccccc3O)c2C(c2ccc(F)cc2)N1Cc1ccco1 (configuration not stated)	17	-0.4	26	0.5	20	2	-2	-3.1	-1	·
CCOc1ccccc1N1CCN(C(=O)Cc2ccc(S(=O)(=O)N3CCOCC3)s2)CC1	-11	4.1	·	0.4	0	·	0	-5.0	24	-0.3
COc1ccccc1NC(=O)Cn1c(CCC(=O)O)ccc1-c1ccccc1	-10	-0.1	16	-1.1	-4	6	-1	i	1	0.2
COCCSc1nnc(-c2cnccn2)o1	-4	0.6	24	1.0	9	3	4	i	5	·
CCCN(c1ccccc1F)S(=O)(=O)c1c[nH]c(C(=O)OC)c1	9	2.1	13	1.0	-3	-5	-2	i	1	2.0
C[C@H](NC(=O)c1ccco1)C(=O)OCC(=O)N1CC(=O)Nc2ccccc21	-3	-0.2	·	-1.1	-10	·	-6	i	3	0.5
O=C(NCCCn1ccnc1)c1c(F)cccc1F	-4	0.8	10	-0.1	-6	0	-2	-3.2	1	0.4
CC(C)N(C(=O)[C@H]1CC(CC(=O)NCc2ccco2)C(=O)N2CCc3c([nH]c4ccccc34)[C@]12C)C(C)C (some centres not stated)	25	-0.5	·	5.1	7	·	-1	-0.7	27	1.1
Cc1ccc(C(=O)OCC(=O)N2CCCCCC2)c(O)c1	2	-0.3	·	-0.9	5	·	-9	i	9	0.8
Cc1ccc(O)c(CNc2nccs2)c1	12	-0.2	-4	-2.1	-3	2	-3	i	-1	1.3
Cc1cccc(N(CC(=O)Nc2ccc(CC#N)cc2)S(C)(=O)=O)c1	8	-0.7	10	-0.1	-1	3	-3	i	-10	1.6
Cc1cc(NS(=O)(=O)c2ccc(NC(=S)NC(=O)c3ccc(F)cc3Cl)cc2)no1	12	-0.4	2	0.4	-6	4	1	i	1	-2.0
CCC(C)NS(=O)(=O)c1ccc(OCC(=O)Nc2ccc3c(c2)OCCO3)cc1 (configuration not stated)	-14	-0.2	-4	1.4	-14	-5	-2	-1.7	-1	·
Cn1c(CN2CCCCC2)nc2cc(NC(=O)c3cccc(Br)c3)ccc21	0	0.7	18	-0.8	7	-1	1	-0.1	11	·
CCCCn1c(N)c(N(CCOC)C(=O)c2ccc(F)c(S(=O)(=O)N3CCOCC3)c2)c(=O)[nH]c1=O	-4	-2.0	·	-2.2	-12	·	-5	i	5	1.3
Cc1ccc(C)c(NC(=O)c2ccccc2C(=O)c2ccccc2)c1	-9	-0.2	18	·	·	2	-4	0.5	2	2.2
CCOc1cc(C(=O)OCC(=O)NC(C)c2ccccc2)ccc1OCC(=O)N1CCOCC1 (configuration not stated)	-10	0.1	-42	-0.2	-17	0	2	-0.6	-7	0.8
SMILES	CCHFV vOTU inh	BoNT-A LC inh2	DUSP3 inh	PfHsp40 yeast	SSB-PriA inh	SARS 3CLpro inh	Anthrax LF prot	Vc quorum ag	Yp Topo-I inh	TcdB inh
CC(C)CNC(=S)N(CCCO)Cc1cc2cc3c(cc2[nH]c1=O)OCO3	-26	0.4	47	0.4	-1	-1	-16	-0.3	4	-0.8
COc1ccc(C(=O)N2CCN(c3ccc(NC(=O)c4cccs4)cc3)CC2)cc1	15	-0.7	14	1.3	3	3	-5	·	13	0.4
CCCN(CCC)CCCNC(=O)c1cc2cc3ccc(Cl)cc3nc2o1	-16	-2.7	21	-1.8	12	0	-13	-0.5	1	1.8
O=C(NCc1nc2ccccc2[nH]1)C1=C[C@H](c2ccc(C(F)(F)F)cc2)C[C@H](OCc2ccc(CO)cc2)O1	11	-0.2	12	0.5	8	-1	3	-0.6	-4	-0.6
COc1cccc(NC(=O)CCc2ccccc2)c1	2	0.1	·	-1.2	-16	·	3	-0.6	0	2.5
CCc1ccc2c(CC(=O)Nc3nnc(C4CC4)s3)coc2c1	8	0.6	21	-1.0	6	-1	-4	1.3	0	·
CC1(C(=O)NS(=O)(=O)c2ccc3c(c2)CCO3)CCN1C(=O)CCC1CCCC1 (configuration not stated)	4	-0.3	·	·	·	·	4	-1.1	2	1.6
COC(=O)[C@@]12CCCCN1[C@H](c1ccc(-c3cccc(Cl)c3)c(OC)c1)[C@H]1C(=O)N(C)C(=O)[C@H]12	3	0.2	·	-0.3	-6	·	-1	i	31	-0.2
CC1=CC(C)(C)Nc2ccc(C)cc21	-6	1.0	-12	0.0	-1	-1	2	1.9	8	·
CC(C)(C)c1ccc(NC(=O)C2=CN3CCS(=O)(=O)N=C3C=C2)cc1	8	0.5	·	0.4	-2	·	-3	-0.3	-2	-1.8
Cc1c(-c2ccccc2)c(=O)oc2cc(O)ccc12	-362	-1.5	7	-1.0	-1	0	-2	-4.2	-9	0.5
c1ccc(-c2nnc(CSc3nncs3)o2)cc1	2	3.1	-10	-1.7	-4	-6	?	i	-9	·
CCOc1ccccc1N(CC)C(=O)c1nn(C)c2c1CSc1ccccc1-2	17	0.8	21	-0.1	3	6	-4	i	30	1.1
Cc1nccn1CCCN1C(=O)OC2(CCCCC2)C1(C)O (configuration not stated)	4	-0.1	4	-0.3	-1	-3	-1	-0.3	7	·
Cn1nnc(NC(=O)c2ccc([N+](=O)[O-])cc2Cl)n1	4	-0.4	-12	-0.7	2	-4	-2	-0.4	6	0.4
CC(=O)Oc1ccc2nc(-c3ccco3)oc(=O)c2c1	-15	0.5	9	0.0	-5	-2	4	0.3	6	1.4
Cc1ccc(CC(=O)OCCNC(=O)c2cccnc2)cc1	-14	0.0	25	-0.6	-17	0	-4	i	-6	·
CCC(C)(C)C1CCc2c(sc(NC(=O)c3ccoc3C)c2C(N)=O)C1 (configuration not stated)	8	-2.0	11	4.8	1	1	4	-0.4	-5	0.2
CC1(C)CC2CC(C)(CN2S(=O)(=O)c2cccc(C(N)=O)c2)C1 (configuration not stated)	-4	1.9	·	-0.2	-7	·	-8	i	-5	0.3
